Tb PFK block: blocks T. brucei phosphofructokinase. O15648. T. brucei PFK, ADP-Glo luminescence. Potency, µM (highest dose often 57.5 µM), without a hit: top-dose activity, negative = inhibition, hits mostly inhibitors. 330,000 compounds, 0.17% hits;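 note: potency is the fitted concentration of half-maximal effect; 0% = uninhibited 1x PFK enzyme wells and -100% = no-enzyme wells; nearly all actives have a fitted effect of over 60% in size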
Target sequence (O15648 whole entry, looked up): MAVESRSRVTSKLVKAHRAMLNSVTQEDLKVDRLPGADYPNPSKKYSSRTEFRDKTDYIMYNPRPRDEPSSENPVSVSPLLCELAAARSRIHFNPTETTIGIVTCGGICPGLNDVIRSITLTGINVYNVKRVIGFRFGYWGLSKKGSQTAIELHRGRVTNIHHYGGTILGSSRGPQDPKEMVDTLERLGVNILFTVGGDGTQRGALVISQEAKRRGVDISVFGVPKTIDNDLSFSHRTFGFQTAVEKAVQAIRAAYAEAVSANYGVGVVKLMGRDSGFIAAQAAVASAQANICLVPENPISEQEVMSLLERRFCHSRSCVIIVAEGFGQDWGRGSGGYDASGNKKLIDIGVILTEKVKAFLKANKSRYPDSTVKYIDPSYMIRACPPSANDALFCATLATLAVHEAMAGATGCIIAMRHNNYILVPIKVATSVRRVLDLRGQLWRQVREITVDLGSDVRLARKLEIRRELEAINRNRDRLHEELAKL
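Compounds were pin-transferred as a titration series up to 57 uM into substrate buffer (0.5 mM F6P, 0.1 mM ATP, pH 8.0), then 1.25 nM PFK was added and reactions ran 45 min before ADP-Glo detection.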
A-T KAP1 phos: candidate therapy for ataxia-telangiectasia | Potency, µM (highest dose often 57.5 µM), inactives show at the top dose activation, usual class: activators | AID 485349 | 320,000 compounds, 0.19% hits | […] A-T fibroblasts, KAP-1 phosphorylation AlphaLISA; neocarzinostatin DNA damage 30 min before lysis; note: potency is the fitted concentration of half-maximal effect; % of control where 0% means no effect; nearly all actives have a fitted effect of over 45% in size
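ATM-like activity read as KAP-1 phosphorylation via AlphaLISA donor/acceptor antibody pairs after lysis and 6 hr at 25C. Cells were ATM-null patient fibroblasts ([…], hTERT), dosed 60 min, then exposed to the DSB inducer NCS for 30 min.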
Eya2 phos inh: inhibitors of human Eya2 phosphatase activity; recombinant Eya2, OMFP fluorescence dephosphorylation (OMFP is methylfluorescein phosphate); O00167; Potency, µM (doses to about 76.9 µM), inactives show top-dose activity, negative = inhibition, hits mostly inhibitors; 330,000 compounds, 0.006% hits; note: potency is the fitted concentration of half-maximal effect; % is set by controls: 0 for no effect and ±100 for the full control effect
Target sequence (O00167 whole entry, looked up): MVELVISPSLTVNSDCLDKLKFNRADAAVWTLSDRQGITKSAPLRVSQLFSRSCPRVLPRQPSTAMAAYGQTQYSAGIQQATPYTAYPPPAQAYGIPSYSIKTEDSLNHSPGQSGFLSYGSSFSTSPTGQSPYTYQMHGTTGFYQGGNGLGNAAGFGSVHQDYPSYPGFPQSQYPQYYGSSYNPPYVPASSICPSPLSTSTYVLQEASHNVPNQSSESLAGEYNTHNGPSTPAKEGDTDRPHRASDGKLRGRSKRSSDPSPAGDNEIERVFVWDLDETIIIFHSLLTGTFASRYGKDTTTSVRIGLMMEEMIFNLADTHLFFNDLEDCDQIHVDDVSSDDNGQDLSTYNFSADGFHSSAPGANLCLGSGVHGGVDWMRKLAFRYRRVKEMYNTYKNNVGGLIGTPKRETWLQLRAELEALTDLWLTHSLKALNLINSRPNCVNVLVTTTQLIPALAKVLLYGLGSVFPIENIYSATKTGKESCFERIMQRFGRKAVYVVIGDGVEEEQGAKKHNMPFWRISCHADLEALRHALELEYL
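Eya2 (0.2 uM) preincubated 10 min at ambient with compound, then OMFP substrate added at 50 uM; 10 min reaction in 50 mM HEPES pH 7.5, 50 mM NaCl, 5 uM MgCl2, 0.05% BSA, 1 mM DTT. Fluorescence read at Ex 485/Em 525 nm.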
Chronic BCR inh: blocks chronic active B-cell receptor signaling. ABC-DLBCL IkBa-CBG/CBR reporter, luminescence ratio, 4 h. Potency, µM (series often up to 46.1 µM), for the others: top-dose ratio change, negative = lower green/red ratio, most hits filed as inhibitors. 340,000 compounds, 0.05% hits. AID 493014; active = well fitted inhibition curve with a large enough effect in the signal ratio, with a control signal flat, not every such curve was filed as active; inconclusive = small, poorly fitted or top-dose-only effect, or effect the other way, or a change in a side signal; the % refers to the signal ratio;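 note: potency is the fitted concentration of half-maximal effect; plate controls were basal doxycycline-induced cells for no effect and cells given 10 µM MG132 for full effect; MG132 reads +100%, hits lower the ratio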
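TMD8 ABC-DLBCL cells carrying doxycycline-inducible green luciferase fused to IkappaBalpha plus unfused red luciferase were exposed to compounds (up to 46 uM) for 4 hrs at 37C. Activity came from the overlap-corrected green/red luminescence ratio.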
Integrin act MD: activates integrin-mediated alleviation for muscular dystrophy; Potency, µM (top dose mostly 38.3 µM), for the others: at the top dose activation, actives largely listed as activators; AID 624291; 350,000 compounds, 0.064% hits; alpha7betagal myoblasts, beta-gal FDG fluorescence, 48 h;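 note: potency is the fitted concentration of half-maximal effect; 100% = response of the positive control SU9516; nearly all actives have a fitted effect of over 60% in size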
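alpha7betagal+/- myoblasts (passage 13, 250/well) treated 48 h at 37C with compounds at 1:260 dilution of DMSO stock. Lysed, then beta-galactosidase activity read as FDG fluorescence (ex 480/em 540) after 30 min, with pre-read for autofluorescence.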
ASM inhibitor: blocks human secretory acid sphingomyelinase | P17405 | placental ASM, HMU-PC fluorogenic substrate, 60 min | Potency, µM (highest dose often 57.5 µM), for inactives: top-dose activity change, negative = inhibition, actives largely listed as inhibitors | 340,000 compounds, 0.006% hits; note: potency is the fitted concentration of half-maximal effect
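Fluorogenic HMU-PC substrate (9 uM final) is turned over by placental ASM in 60 min at 37 C after a 10 min compound preincubation. Reaction ended by alkaline stop (pH 10), with fluorescence read at 386/447 nm.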
ELG1 DNA repair: ELG1-dependent DNA repair inhibition; HEK293T ELG1-luciferase reporter, luminescence, 16 h; DNA damage induced by 5-fluorouridine; Potency, µM (top dose mostly 46.1 µM), for the others: at the highest dose activity change, negative = inhibition, most hits filed as inhibitors; 330,000 compounds, 2.3% hits; note: potency is the fitted concentration of half-maximal effect; % is set by controls: 0 for no effect and ±100 for the full control effect; nearly all actives have a fitted effect of over 55% in size
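In this reporter screen, reduction of luminescence relative to DMSO vehicle indicated activity. Compounds and 5-fluorouridine were added together to 2,000 cells per well, incubated for 16 hr at 37 °C, then developed with ONE-Glo.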
TSHR antagonist: blocks TSH signaling through the human TSH receptor | P16473 | TSHR-expressing cells, TSH-stimulated cAMP HTRF, 2 h; hits give low values | activity change, negative = inhibition, % at 11.5 µM | 330,000 compounds, 0.2% hits | AID 504810;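 active = activity change below a set negative limit, meaning inhibition stronger than a set level, cut at about -70% in these data; inconclusive = activity change between two set negative limits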; note: % is set by controls: 0 for no effect and ±100 for the full control effect
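Freshly harvested TSHR cells receive pin-tooled compound, then EC80 TSH at 4nM final. After 2 hours at 37 deg C, antibody in lysis buffer and cAMP-d2 are added; 30 minutes at ambient temperature precede the HTRF read.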
TSG101-PTAP inh: blocks PTAP/TSG101 interaction to inhibit HIV-1 budding | Fluorescence polarization, FITC-PTAP peptide / Tsg101 binding | Potency, µM (series often up to 115 µM), for inactives: at the top dose activity change, negative = inhibition, actives largely listed as inhibitors | 340,000 tested, under 10 active; active = well fitted inhibition curve with a large enough effect in the main read-out, with a control signal flat, not every such curve was filed as active; inconclusive = small, poorly fitted or top-dose-only effect, or effect the other way, or a change in a side signal; inactive = no such curve, though single readings can be large or run the other way; note: potency is the fitted concentration of half-maximal effect; % of control where 0% means no effect
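Tsg101 binding domain (10 uM final) was mixed with compound and a FITC-labeled PTAP peptide (50 nM final) in HEPES pH 7.5 buffer with NaCl, Tween 20, EDTA and TCEP; fluorescence polarization was read after 20 min at r.t.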
Mito fusion yeast: mitochondrial division inhibition or fusion activation; S. cerevisiae fusion-defective mutant growth rescue, CellTiterGlo 48 h; Potency, µM (series often up to 46.1 µM), for the others: at the top dose growth rescue (activation), hits mostly activators; 320,000 compounds, 0.23% hits; AID 485298;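 note: potency is the fitted concentration of half-maximal effect; % of control where 0% means no effect; nearly all actives have a fitted effect of over 45% in size; temperature-sensitive fusion mutants such as fzo1-1 at 37 °C on non-fermentable ethanol glycerol medium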
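Read-out: ATP-based luminescence (CellTiterGlo, 10 min ambient) reporting growth of fusion-defective ts yeast after 48 hours at 37C on glycerol/ethanol YPEG medium in the presence of compound.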
TCR act: activators of T cell receptors; primary human leukocytes, anti-CD3, IL-2 HTRF, 48 h; Potency, µM (doses to about 9.22 µM), without a hit: at the highest dose activation of IL-2 secretion, usual class: activators; 330,000 tested, under 10 active; AID 504894; note: % of control where 0% means no effect
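Primary human leukocytes receive a-CD3 beads and test compound and are incubated 48 hr. Secreted IL-2 is then assayed by HTRF, measuring 665nm acceptor emission after 320nm excitation of the europium donor.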
* hit, by the source's call; ? = inconclusive; / = not tested or not shown; [ ] = dose if it differs, or a comment. Unless noted, calls come from the whole dose curve; as a rule, active = well fitted curve in the direction sought with a large enough effect; inconclusive = small, poorly fitted or top-dose-only effect, or another doubt; inactive = no such curve, though single readings can be large; an effect the other way counts as inactive or inconclusive.

SMILES	Tb PFK block	A-T KAP1 phos	Eya2 phos inh	Chronic BCR inh	Integrin act MD	ASM inhibitor	ELG1 DNA repair	TSHR antagonist	TSG101-PTAP inh	Mito fusion yeast	TCR act
O=C(CCN1C(=O)COc2ccccc21)NCCC1=CCCCC1	-6%	-2%	2%	?	-41%[inhibitor]	-5%	-2%	0	5%	3%	0%
COc1cccc(C(=O)NCC(c2ccc3c(c2)OCO3)N2CCN(c3ccc(F)cc3)CC2)c1 (stereo not drawn)	-8%	-18%	-1%	?	1%	/	?	1	2%	3%	0%
S=C(Cc1ccc(Cl)cc1)N1CCOCC1	-14%	2%	8%	0%	3%	4%	0%	-3	0%	1%	0%
C[C@H](CO)N1C[C@H](C)[C@@H](CN(C)C(=O)Nc2ccccc2)Oc2ccc(NC(=O)Nc3ccccc3)cc2C1=O	0%	-20%	-4%	3%	0%	-4%	3%	14	-4%	/	0%
Cc1ccc(C(=O)Nc2ccc(O)c(C(=O)O)c2)o1	0%	2%	5%	?	-12%	4%	16%	-2	-4%	-4%	1%
CCOc1nc(NC(C)C)nc(NC(C)C)n1	-3%	-3%	-1%	10%	8%	-1%	24%	-9	-7%	-6%	/
CCCc1cc(=O)[nH]c(N2CCN(Cc3ccc4c(c3)OCO4)CC2)n1	-1%	13%	0%	?	-17%	-7%	-1%	-9	-6%	-16%	-10%
[O-]/C(=C(\C(=S)Nc1ccc(SC(F)F)cc1)[n+]1ccccc1)c1ccc(Cl)cc1Cl	-1%	-3%	11%	14%	23%	-8%	15µM*	-10	0%	-10%	0%
CC1(C)CC(=O)C2=C(C1)OC(N)=C(C#N)C2c1ccccc1[N+](=O)[O-] (stereo not drawn)	0%	-8%[11.5 µM]	9%	?	-25%	44%[activator]	0%	-9	75%[activator]	-4%	5%
Cc1c(C)c(C)c(C(=O)CCc2cccc(NC(=O)CCC(=O)O)c2)c(C)c1C	0%	-11%	2%	3%	-3%	-1%	-1%	8	0%	8%	-2%
Cc1cccc(NC(=O)CCCN2C(=S)NC(C)(C)CC2C)c1C (stereo not drawn)	-2%	-3%	-2%	-1%	-14%	1%	1%	-7	-1%	5%	3%
O=C(NC1CCCCC1)c1ccc(CNc2c(N3CCOCC3)c(=O)c2=O)cc1	3%	7%	-10%	-2%	32%	7%	8%	-6	-1%	-1%	2%
Cc1ccc(C)c(NS(=O)(=O)c2cc(C(=O)N3CCCC3)ccc2Cl)c1	-3%	3%	8%	2%	20%	-2%	-10%	-37	-1%	-28%	-3%
CC1CCN(C(=O)Cn2c3ccccc3c3nc4n(c(=O)c32)CCCS4)CC1	3%	3%	-13%	-1%	-15%	2%	3%	-2	-1%	11%	-4%
COc1cc2c3c(c1OC)C1(C=CC(=O)C=C1)CC3N(C(=O)CCC(=O)O)CC2 (stereo not drawn)	-21%	12%	5%	-3%	19%	5%	-7%	14	-4%	-4%	6%
Cc1csc(NC(=O)CSc2nc3[nH]ncc3c(=O)[nH]2)n1	-5%	4%	?	?	0%	3%	7%	0	-4%	24%	-6%
CS(=O)(=O)c1ccc(C(=O)N2CC(=O)Nc3ccccc32)cc1	9%	4%	3%	8%	16%	8%	0%	-4	0%	11%	0%
CC1CCC2(CC1)NC(=O)N(CC(=O)NCc1ccc(Cl)cc1)C2=O (stereo not drawn)	5%	3%	3%	?	-21%	2%	0%	77	0%	/	-3%[46.1 µM]
COc1ccc(C(=O)Nc2cc(C)nc3ccccc23)cc1OC	0%	3%	19%	-3%	-8%	3%	0%	-6	5%	-3%	0%
Cc1ccc(C)c(S(=O)(=O)Nc2ccccc2C(=O)Nc2cc(C)on2)c1	-1%	17%	-4%	4%	14%	77%[activator]	26µM*	-14	-3%	10%	-3%
COc1cc(C(=O)OCC#N)ccc1OCc1c(C)noc1C	-10%	-1%	3%	?	-8%	-6%	?	-4	-6%	1%	3%
Cc1ccc(NC(=S)NC2CCN(Cc3ccccc3)CC2)cc1	-2%	-2%	1%	0%	-31%	2%	-11%	11	1%	29%	7%[46.1 µM]
COc1cccc(-n2c(-c3cccc(S(=O)(=O)N(C)C)c3)n[nH]c2=S)c1	-7%	1%	7%	0%	0%	0%	-3%	-7	-6%	6%	/
CC(C)(C)c1ccc(S(=O)(=O)Nc2ccccn2)cc1	1%	-2%	17%	0%	-34%	2%	18%	0	-8%	3%	7%
Cc1nn(C)cc1/C=N/O	/	/	/	/	-10%	-3%	/	/	-9%	-3%	2%
CC(C)CN(C(=O)c1cccs1)C1CCS(=O)(=O)C1 (stereo not drawn)	8%	-2%	-6%	-2%	2%	3%	11%	20	-3%	0%	-6%
O=C(NNC(=S)NC(=O)c1ccccc1)c1cccc([N+](=O)[O-])c1	1%	14%	-4%	?	2%	7%	-2%	-14	-1%	-5%	2%
O=C(O)C1CC(=O)N(Cc2ccccc2)C1 (stereo not drawn)	0%	1%	-2%	-1%	-1%	2%	4%	-4	-2%	-2%	/
O=C1CCC(=O)N1OCCOc1ccccc1	0%	3%	0%	1%	?	-6%	-1%	-2	-5%	-1%	-2%
CCN(Cc1ccncc1)C(=S)NCc1ccccc1	-3%	8%	6%	4%	11%	-1%	-2%	-1	-2%	7%	7%
CCCNC(=O)CS(=O)(=O)Cc1nc(-c2ccccc2C)oc1C	6%	-11%	-21%	1%	-5%	6%	13%	4	0%	-6%	6%
CCc1ccc(S(=O)(=O)NCc2csc(-c3cccnc3)n2)s1	-1%	20%	-4%	6%	11%	0%	-15%	-40	-4%	-1%	5%[46.1 µM]
COc1ccc(C(=O)C(c2ccccc2)N2CCOCC2)cc1 (stereo not drawn)	0%	/	-1%	9%	-8%	4%	0%	28	-7%	-4%	-11%
N#Cc1sc2nc3c(c(-c4cccnc4)c2c1N)CCC3	0%	18%	15%	16%	34%	10%	1%	11	-10%	0%	7%
COc1ccc(NC(=O)c2cccc(N3C(=O)c4ccc(C(=O)Nc5ccc(OC)c(O)c5)cc4C3=O)c2)cc1O	7%	5%	5%	2%	4.5µM*	-17%	-1%	-5	-8%	-1%	13%
COc1ccc(OC)c(S(=O)(=O)NCCc2cn3ccsc3n2)c1	0%	-5%	-18%	-1%	6%	8%	0%	16	-1%	2%	1%[46.1 µM]
CCNc1nc(NCC)nc(OCCOC(C)=O)n1	-14%	16%	2%	0%	-15%	-2%	?	24	-1%	0%	-14%[46.1 µM]
Cc1sc2nc(CN3CCCCC3)nc(Cl)c2c1C	0%	0%	-1%	?	-56%[inhibitor]	0%	-2%	-1	-1%	-3%	0%[46.1 µM]
Cc1ccccc1CC1(CO)CCCN(Cc2ccc3c(c2)OCCO3)C1 (stereo not drawn)	-3%	3%	-13%	-28%	-36%	3%	11%	8	-1%	5%	-3%
COc1cccc(/C=N/NC(=O)c2nc(-c3ccccc3)cc(-c3ccccc3)n2)c1O	0%	-12%	-4%	?	2%	-11%	?	-4	-2%	3%	7%[46.1 µM]
COC(=O)c1ccc(NC(=O)CCn2cccc2)cc1	0%	-2%	-3%	0%	9%	4%	21%	3	-3%	-1%	-5%
CCOc1ncccc1C(=O)OCc1ccc(C(=O)OC)cc1	-7%	4%	-10%	?	-10%	-1%	?	13	-8%	4%	3%[46.1 µM]
CCN1CCN(C(=O)c2nn(C)c3c2CS(=O)(=O)c2ccccc2-3)CC1	0%	-2%	9%	0%	11%	3%	?	4	-4%	-2%	-7%
Fc1cccc(CN2CCN(Cc3nc(CCc4ccccc4)no3)CC2)c1	1%	-1%	2%	?	22%	0%	-8%	-5	-1%	5%	-8%
COc1ccc(CN(C)C(=O)Cc2ccsc2)c(OC)c1OC	1%	4%	-14%	-3%	11%	10%	?	1	-4%	1%	4%
